# Bioassay records: PubChem BioAssay, several laboratories
# Ecoli tolC – growth inhibitors of E. coli tolC mutant, primary screen, strain BW25113 ΔtolC::kan, 384-well; OD615; growth inhibition, % at 10 µM (by protocol); 2.2% of 65,000 active;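 active means growth inhibition at or above a cutoff equal to the mean over every tested compound plus 3 SD, cut at about 60% in these data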;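 further: growth measured after 20 h incubation at 37 °C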
#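 Test system: E. coli BW25113 ΔtolC::kan bacteria | Medium: Kanamycin-containing LB broth (50 µg/mL) | Dosing: One dose of 10 µM final | Times: 20 h incubation with compound, 37 °C | Detection: Optical density read at 615 nm | Read-out basis: Percent growth inhibition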
# HTR1E agonist – 5-HT1E receptor agonists, primary screen, cell-based, HTS. CHO 5-HT1E Ga15 NFAT-bla reporter, FRET; 0% DMSO wells, 100% control agonist wells. activation, % at 6 µM. 0.69% of 65,000 active. 5-hydroxytryptamine receptor 1E (Homo sapiens), P28566;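 active means activation above a set limit, the screen-wide mean activation plus 3 SD, cut at about 8.5% in these data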;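 further: 100% = positive control agonist at 1 µM giving full maximal response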
# Target sequence (P28566 whole entry, looked up): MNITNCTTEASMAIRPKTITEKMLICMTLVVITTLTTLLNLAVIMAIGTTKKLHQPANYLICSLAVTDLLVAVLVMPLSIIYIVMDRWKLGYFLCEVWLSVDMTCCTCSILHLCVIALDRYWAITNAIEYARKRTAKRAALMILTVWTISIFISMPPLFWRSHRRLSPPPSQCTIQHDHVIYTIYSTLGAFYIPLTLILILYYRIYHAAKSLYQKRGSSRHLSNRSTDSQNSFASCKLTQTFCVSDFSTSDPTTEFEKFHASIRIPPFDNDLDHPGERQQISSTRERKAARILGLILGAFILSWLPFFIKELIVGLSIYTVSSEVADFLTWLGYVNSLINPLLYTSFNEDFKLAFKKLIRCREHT
# NADH coupling – inhibitors of PK/LDH coupling enzymes, profiling panel, artefact control, biochemical, MLSMR library; coupled PK/LDH NADH assays, four targets; IC50, µM (titrated, usually from 10 µM), inactives show at the top dose inhibition; 0.02% of 65,000 active;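 active means single-dose screening hits from any of four coupled enzyme assays that gave an IC50 when retested across doses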;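 further: the DPM-DC format reads NADH fluorescence rather than 340 nm absorbance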
# 5-HT1A blocker – human 5-HT1a receptor antagonists, primary screen, cell-based, CHO, Ga15 NFAT-bla reporter | 5-hydroxytryptamine receptor 1A (Homo sapiens), P08908 | AID 612, 2007 | inhibition, % at 10 µM | CHO 5-HT1a Ga15 NFAT-bla reporter, antagonist mode | 0.68% of 62,000 active;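 active means inhibition above the mean of all tested compounds plus 3 SD, cut at about 43% in these data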;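 further: receptor stimulated by 5-CT agonist at 100 nM near EC80; beta-lactamase reporter measured by ratiometric fluorescence of a cleavable substrate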
# HTR1E antagonist – 5-HT1E receptor antagonists, primary screen, cell-based, HTS; 5-hydroxytryptamine receptor 1E (Homo sapiens), P28566; CHO 5-HT1E Ga15 NFAT-bla reporter, FRET, antagonist; inhibition, % at 6 µM; 0.99% of 65,000 active; AID 571, 2007;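 active means inhibition above a set limit, the mean inhibition across every tested compound plus 3 SD, cut at about 29% in these data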;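 further: signal is the 460 over 535 nm emission ratio of beta-lactamase substrate; 0% = agonist plus DMSO wells and 100% = wells without agonist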
# HTR1A agonist – human 5-HT1a receptor agonists, primary screen, cell-based, CHO, Ga15 NFAT-bla reporter | 0.56% of 65,000 active | CHO 5-HT1a Ga15 NFAT-bla reporter, FRET ratio; 0% basal, 100% maximal reference agonist | activation, % at 10 µM;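 active means activation above the screen-wide mean activation plus 3 SD, cut at about 19% in these data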;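 further: 0% = DMSO wells and 100% = 5-CT at EC100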
# MMP-13 inhibitor – human MMP13 inhibitors, primary screen, biochemical, FRET peptide cleavage | MMP-13 fTHP FRET cleavage, Mca fluorescence | inhibition, % at 4 µM | 0.07% of 65,000 active;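 active means inhibition above the mean of compound-free control plate wells plus 3 SD, cut at about 14% in these data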;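 further: 0% = DMSO wells and 100% = wells with reference MMP-13 inhibitor after basal subtraction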
# RORa activator – activators of orphan receptor RORA, primary screen, cell-based, luminescence. Nuclear receptor ROR-alpha (Homo sapiens), P35398. CHO-K1 Gal4-RORA LBD luciferase reporter; percent increase over mock-subtracted basal signal. activation, % at 10 µM. 1.5% of 65,000 active. AID 560, 2006;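 active means activation above the mean of all tested compounds plus 3 SD, cut at about 49% in these data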;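 further: 0% = DMSO-treated RORA cells and 100% = added signal equal to DMSO minus mock-transfected cells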
# SF1 activator – activators of human SF-1, primary screen, cell-based, CHO-K1, Gal4-SF-1 LBD, luciferase luminescence | Steroidogenic factor 1 (Homo sapiens), Q13285 | CHO-K1 Gal4-SF-1 LBD luciferase reporter; % increase over DMSO SF-1-specific signal | 1.9% of 65,000 active | activation, % at 10 µM;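 active means activation above the mean activation of all tested compounds plus 3 SD, cut at about 50% in these data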
# Target sequence (Q13285 whole entry, looked up, the tested form may be a part): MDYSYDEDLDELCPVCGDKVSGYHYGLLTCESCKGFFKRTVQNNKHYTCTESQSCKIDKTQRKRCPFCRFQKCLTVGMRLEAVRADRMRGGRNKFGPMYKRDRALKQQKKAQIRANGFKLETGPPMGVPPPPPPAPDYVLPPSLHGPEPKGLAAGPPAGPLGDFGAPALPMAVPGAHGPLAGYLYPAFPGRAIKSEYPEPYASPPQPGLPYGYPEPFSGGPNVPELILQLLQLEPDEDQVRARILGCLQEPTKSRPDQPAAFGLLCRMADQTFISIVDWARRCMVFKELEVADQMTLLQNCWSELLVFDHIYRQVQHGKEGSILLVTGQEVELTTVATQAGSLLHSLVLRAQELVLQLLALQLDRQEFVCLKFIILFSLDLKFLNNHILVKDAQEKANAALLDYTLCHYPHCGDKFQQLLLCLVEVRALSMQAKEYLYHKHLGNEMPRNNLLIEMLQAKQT
#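 Assay system: CHO-K1 cells co-transfected with Gal4 DBD–human SF-1 LBD, 5xGal4 luciferase reporter / Input: 4,000 cells per well / Incubation: 20 h compound exposure at 37 °C after 1 h cell settling / Detection: SteadyLite luciferase luminescence / Control set: DMSO negative control and −SF1 background wells / Replication: one test per compound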
# * = called active by the depositor; . = not tested or not shown; [ ] = another dose, or the depositor's remark.
SMILES,Ecoli tolC,HTR1E agonist,NADH coupling,5-HT1A blocker,HTR1E antagonist,HTR1A agonist,MMP-13 inhibitor,RORa activator,SF1 activator
CC1CCCCN1CCn1c(=S)[nH]c2ncccc2c1=O (centres undefined),-12,-0.5,5%,-24,22,-1.5,-9,-23,-10
COC(=O)C1=C(C)N=c2s/c(=C/c3ccoc3)c(=O)n2C1c1ccccc1 (centres undefined),11,0.4,6%,-11,-10,1.4,9,-11,-12
O=C(O)CC(C(=O)NCc1ccccc1)C1CCCO1 (centres undefined),-18,0.4,7%,5,-11,-2.2,0,-8,0
Cn1c(SCc2ccccn2)nnc1-c1cnccn1,-16,0.0,6%,0,-10,-1.4,-3,14,34
O=C(CN1C(=O)NC(Cc2ccccc2)C1=O)Nc1ccc(F)cc1 (centres undefined),5,0.4,6%,1,-4,-3.3,3,-19,0
O=C(c1cc(-n2cnnc2)ccc1Cl)N1CCN(c2nc(-c3ccccc3)cs2)CC1,13,0.3,2%,-6,-12,2.7,-2,-7,16
CC(NS(=O)(=O)c1ccc(Br)cc1)C(c1cccs1)N1CCN(C)CC1 (centres undefined),-6,-1.4,3%,11,5,-0.7,0,8,8
CC1(C)Oc2ccc(C(=O)N3CCCC3)cc2N(CC(=O)NCc2ccccc2)C1=O,-6,0.7,6%,3,1,-2.3,-2,-2,-7
C=CCOC(=O)C1=C(C)NC(SC)=C(C#N)C1c1ccc(OCC)cc1 (centres undefined),19,-0.8,2%,17,0,2.3,2,-6,8
O=C(COC(=O)C1(c2ccccc2F)CCCC1)N1CCN(C(=O)c2ccco2)CC1,2,0.8,5%,-8,-9,0.9,3,-18,3
Cn1c(NC(=O)C2CC2)cc(=O)n(C)c1=O,-6,0.6,8%,-5,2,-3.1,-2,-11,-19
O=C(CSc1nnc(-c2c[nH]c3ccccc23)o1)N1c2ccccc2CCc2ccccc21,20,-0.3,0%,32,-1,2.3,-4,-2,-4
CCN(CC)CCCNC(=O)c1cc(-c2ccc(O)cc2)on1,-11,0.6,2%,-9,-8,0.0,-2,-9,20
O=C(COC(=O)CNS(=O)(=O)/C=C/c1ccccc1)NC1CCS(=O)(=O)C1 (centres undefined),-7,0.6,4%,9,-1,-3.2,-2,34,-2
CCOC(=O)N1CCC(NC(=O)c2cc(C(=O)NCc3ccc(F)cc3)ccc2CO)CC1,-24,0.2,5%,-3,-6,-2.5,-4,-17,5
Cc1ccc(Cl)cc1N1CCN(C(=O)CCC(=O)O)CC1,-1,14*,5%,6,1,-0.9,2,-10,-2
c1nc2sc3c(c2c2nnnn12)CCC3,4,-0.5,10%[fluoresces],14,4,-0.1,-48,-16,-9
COc1ccc(OC)c(NC(=O)C2CCN(S(=O)(=O)c3cccs3)CC2)c1,-12,-0.5,0%,6,-1,0.0,2,10,-5
CCOC(=O)c1cnc(SC2CC(=O)N(c3cccc(OC)c3)C2=O)nc1N (centres undefined),8,-0.2,3%,.,-3,0.0,-2,-16,-8
COc1ccc(C)cc1NC(=O)CN1CCN(CC(=O)Nc2ccccc2F)CC1,0,1.1,3%,-6,0,0.0,5,-13,1
Cc1noc(C)c1CSc1nnc(-c2cc(Cl)ccc2Cl)n1N,11,0.2,4%,-11,-6,-0.3,3,0,-8
COc1ccc(S(=O)(=O)Nc2cc(C)on2)cc1OC,-16,-1.5,3%,0,-5,-1.7,-2,4,15
Cc1csc(SCC(=O)Nc2c(C)n(C)n(-c3ccccc3)c2=O)n1,-16,-0.3,5%,8,-17,-0.5,0,4,-2
CCC(C)NS(=O)(=O)c1cccs1 (centres undefined),-22,0.5,7%,-10,-3,0.4,-1,-4,2
O/N=C/CCn1c(=S)sc2ccccc21,-2,0.6,4%,6,9,-1.5,2,-14,16
OCC1(c2cc(C(F)(F)F)n[nH]2)CCCCC1,-1,-1.2,2%,4,-2,-0.5,-4,-2,-1
COc1ccc(Br)cc1C(=O)Nc1ccc(O)cc1,3,0.1,4%,0,0,-0.8,2,-5,1
COc1ccc(CCn2c(N)c(C(=O)NCc3ccco3)c3nc4ccccc4nc32)cc1OC,-13,1.9,7%[fluoresces],6,1,0.8,-31,-16,-35
Cc1csc2nc(CCNS(=O)(=O)c3ccc4c(c3)OCCO4)cn12,3,0.2,5%,-7,-2,-2.6,-8,6,4
Cc1cccc(NC(=O)c2snc3c(=O)[nH]cnc23)c1,2,-1.5,1%,2,-2,-2.1,2,2,-5
COc1ccc(C)cc1NC(=O)CCC(=O)Nc1ccc2nc(N3CCN(C)CC3)cc(C)c2c1,30,1.1,15%,6,4,-3.0,-47,-10,17
Cc1cc(C(C)(C)C)ccc1OCCN(C)C,-4,-0.3,13%,-2,-9,2.2,0,-5,-4
CCN(CC)S(=O)(=O)c1cccc(C(=O)Nc2nncs2)c1,-1,0.9,3%,1,-7,0.6,2,-4,17
CN(C(=O)C1CCOC1)c1nnc(-c2cccnc2)s1 (centres undefined),-2,-1.1,1%,1,-5,-1.7,-4,47,16
Cc1cc(NC(=O)CCC(=O)N(CC2CCCO2)C(C(=O)NC2CCCC2)c2ccccc2C)no1 (centres undefined),2,0.5,3%,0,-6,0.2,-1,-2,-15
O=C(CSc1ccc2c(c1)OCCO2)NCC1CCCO1 (centres undefined),-5,0.0,7%,-3,-6,-3.2,-3,25,20
CCN1CCc2c(sc(NC(=O)c3ccc(S(=O)(=O)N4CCOCC4)cc3)c2C(N)=O)C1,-10,-0.3,2%,8,-2,-1.9,2,4,-7
COC(=O)c1ccc(NC(=O)C(C)N2C(=O)c3ccccc3C2=O)cc1 (centres undefined),-10,0.1,3%,0,1,0.1,-11,-9,12
CC1CCN(CC(O)COc2ccc(F)cc2)CC1 (centres undefined),-8,-0.3,4%,7,-12,-3.4,-2,21,-2
COc1ccc(C(=O)c2no[n+]([O-])c2C(=O)c2ccc(OC)cc2)cc1,-4,0.0,7%,-2,-4,0.8,4,-10,-4
O=C(CNC(=O)Cn1cnc2sc3c(c2c1=O)CCCC3)NCc1ccccn1,-18,-1.0,3%,-8,-10,-0.4,0,-2,-6
CCOC(=O)c1cnc2c(C(=O)OC)cccc2c1NCc1ccco1,3,-0.9,6%[fluoresces],18,-6,-0.8,-14,-8,-3
CN(c1ccccc1)c1nc2ccsc2c(=O)s1,17,-0.8,1%,2,6,-0.6,-1,32,50*
CCN1C(=O)NC2C1N(S(C)(=O)=O)CCN2S(C)(=O)=O (centres undefined),11,-0.5,6%,-5,3,0.6,2,-6,-8
COc1ccc(-c2nnn(CC(=O)c3ccccc3)n2)cc1OC,7,-0.7,4%,13,11,-1.6,4,-4,4
CC(C(=O)N1CCN(c2ccccc2)CC1)N1C(=O)C2CC=CCC2C1=O (centres undefined),-7,0.7,9%,-2,10,-0.7,4,6,-1
CC(=O)Nc1cc(C(=O)c2ccccc2)ccc1N1CCOCC1,-11,0.0,8%,-8,-1,-0.8,4,-2,-1
Cc1ccc(NC(=O)C2CCCN(S(=O)(=O)c3ccc4c(c3)oc(=O)n4C)C2)nc1 (centres undefined),0,1.7,2%,22,2,-0.3,3,-11,-6
O=C(c1ccc2c(c1)C(=O)N(c1ccc(Cl)cc1)C2=O)N1CCN(c2ccccn2)CC1,2,0.4,5%,0,3,-1.1,3,4,-9
Cc1ccnc(SCC(=O)O)n1,4,-0.5,7%,-10,-20,1.9,7,-16,-19
CN(C)c1ccnc2sc(C(=O)NCc3ccccc3)c(N)c12,20,1.1,7%,6,7,-1.8,-2,-13,8
Cn1cnc2cc(NC(=O)c3ccco3)ccc21,-7,0.6,8%,0,-15,-0.9,3,27,40
O=C(O)c1cc2n(n1)C(C(F)(F)F)CC(c1ccco1)N2 (centres undefined),-21,-1.1,2%,-14,-5,0.0,5,-14,-13
COc1ccc(CNC(=O)c2ccc(NS(=O)(=O)c3c(C)noc3C)cc2)cc1,22,-0.4,6%,-1,4,-1.4,-1,4,4
c1ccc(Cn2nnc3c(N4CCCC4)ncnc32)cc1,2,1.0,2%,-5,21,0.7,-6,10,-2
CCCCC[C@H](O)/C=C/[C@H]1C=CC(=O)[C@@H]1C/C=C\CCCC(=O)O,9,0.8,1%,.,19,-0.8,-10,6,0
CCOC(=O)c1nnn(CC(=O)Nc2ccccc2OC)c1C(=O)OCC,-15,-0.7,6%,3,-8,-0.8,2,-16,-7
Cc1ccc(C(=O)N2CCN(C(=O)c3ccc(C)c(C)c3)C(C)C2)cc1C (centres undefined),7,0.3,3%,-6,-4,-2.6,-2,-3,4
Cc1sc2nc(CN3CCOCC3)nc(NS(=O)(=O)c3ccc4c(c3)OCCO4)c2c1C,15,1.0,7%,1,8,-3.3,2,-20,-13
O=S(=O)(Nc1nc2ccccc2s1)c1ccc(Br)s1,76*,0.9,8%,20,-5,-5.1,1,-7,5

# Continued:
SMILES,Ecoli tolC,HTR1E agonist,NADH coupling,5-HT1A blocker,HTR1E antagonist,HTR1A agonist,MMP-13 inhibitor,RORa activator,SF1 activator
CCOC(=O)N1CCC(NC(=O)c2cc3c(-c4cccc(OC)c4)nn(C)c3s2)CC1,-24,-0.4,12%,-10,11,-3.7,-63[fluorescence artefact?],2,11
COCCn1c(SCC(=O)N(C(C)C)C(C)C)nnc1-c1cc2ccccc2cc1O,-2,0.2,2%,-2,0,-0.7,4,-18,5
CCCCN(C(=O)NC(=O)Nc1ccccc1C)S(C)(=O)=O,-1,0.2,0%,20,2,-5.3,-4,-11,1
CCN(CC)c1cc(C)c2cc(NC(=O)CNC(C)=O)ccc2n1,13,-0.7,7%[fluoresces],10,7,-1.7,-41,-14,-15
O=C(Nc1cccc(NS(=O)(=O)c2ccc(S(=O)(=O)NC3CC3)cc2)c1)c1ccccn1,11,0.1,2%,13,2,-1.8,3,11,10
COc1ccc(S(=O)(=O)N(CC(=O)NC2CC2)c2ccc(C)cc2)cc1OC,-4,0.3,3%,-2,4,-0.4,4,0,-2
CC1CSc2nnc(CCc3ccccc3)n21 (centres undefined),5,-0.7,2%,6,-7,2.9,0,1,-4

# Hits appear at their usual frequency; about 7.2% have a hit in one of these screens.
